# S2 tox = cell viability loss in ATXN counter-screen; S2 cells (HEK-293 line with an ATXN2-luciferase reporter) viability, CellTiter-Fluor protease fluorescence, 24 h; Potency, µM (highest dose often 56.7 µM), most hits filed as cytotoxic; 400,000 tested, 0.49% active; active means well fitted cell-killing curve with a large enough effect; inconclusive means small, poorly fitted or top-dose-only effect, or effect the other way; inactive means no such curve, though single readings can be large or run the other way; further: nearly all actives have a fitted effect of over 40% in size
# Calls only; i = inactive; u = inconclusive. Potency means the concentration at half of the fitted maximal effect. The list is partial; the hit share may differ from the screen's.
Structure	S2 tox
COc1cc(=O)n2c(c1C(=O)N(C)Cc1nonc1C)CCN(C(=O)c1ccc(C)c(C)c1)CC2	i
Cn1nccc1C(=O)NCC1CCC2(CCN(Cc3c(O)ccc4ccccc34)CC2)O1 (stereo unspecified)	i
COc1ccc(CN2CCCC(n3cc(C(=O)N4CCCCC4)nn3)C2)c(OC)c1OC (stereo unspecified)	i
C/C=C(\C)C(=O)NCCN1Cc2ccccc2OC(c2ccccc2OC)C1 (stereo unspecified)	i
Cc1oc(-c2ccccc2NC(=O)C2CCC2)nc1CNC(=O)c1cccc(C(F)(F)F)c1	u
Cc1ccccc1C1(CC(=O)N2CCOCC2)CC(=O)N(Cc2cccnc2)C1=O (stereo unspecified)	i
Cc1oc(-c2ccccc2NC(=O)C2CCCO2)nc1CNC(=O)c1cc(F)c(F)cc1F (stereo unspecified)	u
COCc1c(C(=O)N2CCC(N(C)C)C2)cnn1-c1ncc2c(n1)-c1ccccc1CCC2 (stereo unspecified)	i
CN(C)CCCSC(=N)N	i
O=S(=O)(O)Oc1ccc(C(c2ccc(OS(=O)(=O)O)cc2)c2ccccn2)cc1	i
CC(=O)c1ccc(C(=O)N2CCCC(c3nc(SCc4ccccn4)ncc3C)C2)cc1 (stereo unspecified)	i
CCc1nc2cc(C(=O)N(C)CC3COCCO3)cc(NC(=O)c3ccccc3OC)c2n1C (stereo unspecified)	i
O=C(NCC1Cc2cccc(-c3cccnc3)c2O1)c1cc(-c2ccccc2)n[nH]1 (stereo unspecified)	i
CC(NC(=O)C1CC1)c1nnc2n1CCN(Cc1cccc(F)c1F)CC2 (stereo unspecified)	i
COCC(=O)Nc1cc(C(=O)N2CCN(c3ccccc3)C(=O)C2)cc2nc(-c3ccccc3)n(C)c12	i
COc1cc(CN2CCOc3ccc(CN4CCN(CCO)CC4)cc3C2)ccc1F	u
Cc1[nH]c2c(F)cccc2c1CC(=O)NCCN1Cc2ccccc2OC(C)C1 (stereo unspecified)	i
COc1cc(=O)n2c(c1C(=O)NCc1ccco1)CCN(C(=O)c1ccccc1-c1ncc[nH]1)CC2	i
Cc1ccc2c(c1)CN(CCNC(=O)c1c(-c3ccccc3)noc1C)CC(C)O2 (stereo unspecified)	i
COCCN1CCN(C(=O)c2cnn(-c3nccc(-c4ccccc4OC)n3)c2-c2ccco2)CC1	i
CCC(=O)N[C@@H]1c2ccccc2C2(CCN(Cc3cnc(N(C)C)s3)CC2)[C@H]1OC	i
COc1cccc(CN2CCC3(CC2)c2ccccc2[C@@H](NC(=O)c2ccccc2)[C@@H]3O)c1O	i
O=C(Cn1cccn1)N1CCOc2c(cc(-c3ncc(C(F)(F)F)cc3Cl)cc2OCC2CCCO2)C1 (stereo unspecified)	i
COc1ccc(OC)c(-c2cc(Cl)c3c(c2)CC(CNC(=O)c2cnn4cccnc24)O3)c1 (stereo unspecified)	i

# Another view of some results above.
Molecule: COc1cccc(CN2CCC3(CC2)c2ccccc2[C@@H](NC(=O)c2ccccc2)[C@@H]3O)c1O
  S2 tox: i
Molecule: O=C(Cn1cccn1)N1CCOc2c(cc(-c3ncc(C(F)(F)F)cc3Cl)cc2OCC2CCCO2)C1 (stereo unspecified)
  S2 tox: i
Molecule: COc1ccc(OC)c(-c2cc(Cl)c3c(c2)CC(CNC(=O)c2cnn4cccnc24)O3)c1 (stereo unspecified)
  S2 tox: i

# Further records follow:
Structure	S2 tox
COc1cccc(CN2CCC3(CCC(CNC(=O)c4cc(C)nn4C)O3)CC2)c1OC (stereo unspecified)	i
COc1ccccc1-c1ccnc(-n2ncc(C(=O)NC(c3cccnc3)C(F)(F)F)c2C)n1 (stereo unspecified)	u
O=c1[nH]cnc2[nH]cc(CN3CCCCC3)c12	i
CN(C)c1nc2cc3c(cc2cc1CN(CC1CCCO1)C(=O)c1cccc(F)c1)OCO3 (stereo unspecified)	i
COc1ccc(CN2CCOc3ccc(CN4CCN(CCO)CC4)cc3C2)c2ccccc12	i
CCn1cc(CN2Cc3ccccc3OC(c3ccccc3OC)C2)c(C)n1 (stereo unspecified)	i
CC(NC(=O)c1cc(F)ccc1F)c1nnc2n1CCN(Cc1cccs1)CC2 (stereo unspecified)	i
CCN(CC)C(=O)c1cc(S(=O)(=O)Cc2ccccc2)c(N2CCC(c3ccccc3)CC2)cc1N(CC)CCN(C)C	u
O=C(Nc1cc(C(=O)NC2CCOCC2)c2c(c1)ncn2C1CCCC1)c1ccccc1	i
Cc1ccc(CN2CCc3nnc(C(C)NC(=O)c4cc(F)ccc4F)n3CC2)o1 (stereo unspecified)	i
COCC(=O)Nc1cc(C(=O)N2CC3CC4CC(C3)CC2C4)c2c(c1)nc(-c1ccncc1)n2C	i
CCOC(=O)C1CCCN(C(=O)c2cnn(-c3nccc(-c4cc(C)sc4C)n3)c2C)C1 (stereo unspecified)	i
Cc1c(C(=O)N(C)Cc2cccc3ncccc23)cnn1-c1nccc(-c2ccccc2F)n1	i
COCC(=O)Nc1cc(C(=O)N2CCCC(C(N)=O)C2)cc2nc(-c3ccccc3)n(C)c12 (stereo unspecified)	i
Cc1ccccc1C1(CC(=O)N2CCC[C@H]2C(N)=O)CC(=O)N(C2CCCC2)C1=O (stereo partly specified)	i
Cc1ccc(C(=O)Nc2cccc(-c3nc(CNC(=O)c4ccc(F)cc4Cl)c(C)o3)c2)s1	u
Cc1ccc(C(=O)N(Cc2cc3cc4c(cc3nc2N2CCOCC2)CCC4)CC2CCCO2)cc1 (stereo unspecified)	i
Cc1ccccc1-c1ccc(CN2CCc3nnc(CNC(=O)c4ccccn4)n3CC2)cc1	i
O=C(CN1Cc2ccccc2OC(c2ccccc2)C1)N1CCCCC1c1cccnc1 (stereo unspecified)	u
CN(C)C(=O)[C@@H]1C[C@@H](Sc2nc3ccccc3[nH]2)CN1Cc1ccnc2ccccc12	i
COc1ccc(CN2CCOc3ccc(CN4CCC(O)CC4)cc3C2)c(OC)c1OC	i
CC1(C2CCN(Cc3c[nH]c4ccccc34)CC2)NC(=O)N(CCN2CCOCC2)C1=O (stereo unspecified)	i
CCN(Cc1ccncc1)Cc1ccc2c(c1)CN(C(=O)c1ccc(OC)cc1)CCO2	i
COc1cc(-c2ccc(Cl)cn2)cc2c1OCCN(S(=O)(=O)C[C@]13CC[C@H](CC1=O)C3(C)C)C2	i
COC(=O)[C@@H]1CCCN1Cc1ccc2c(c1)CN(Cc1ccccc1F)CCO2	i
Cc1cccc(CNC(=O)c2c3n(c(C)cc2=O)-c2ccccc2SC(c2sccc2C)C3)n1 (stereo unspecified)	i
CCn1c(-c2ccccc2F)nc2cc(NC(C)=O)cc(C(=O)NCC3CCOCC3)c21	i
C=C1C[C@@]23C[C@]1(O)CC[C@@H]2[C@]12C=C[C@@H](O)[C@](C)(C(=O)O1)[C@H]2[C@H]3C(=O)O	i
COC(=O)C1CCCCN1Cc1ccc2c(c1)CN(C(=O)c1ccc(F)cc1)CCO2 (stereo unspecified)	i
CCn1c(-c2ccccc2F)nc2cc(NC(C)=O)cc(C(=O)NC(c3ccccn3)C(F)(F)F)c21 (stereo unspecified)	i
Cc1nc2sccn2c1CN1CCOc2ccc(CN3CCN(c4ccc(F)cc4)CC3)cc2C1	u
COC(=O)C1CCN(Cc2ccc3c(c2)CN(C(=O)c2cc4cc(F)ccc4[nH]2)CCO3)CC1	i
Cc1cccc2cc(CN(CC3CCCO3)C(=O)c3cccc(F)c3)c(N(C)C)nc12 (stereo unspecified)	i
COc1ccccc1-c1ccnc(-n2ncc(C(=O)NCCc3cccnc3)c2C)n1	i
Cc1cc(C)n(-c2ccc(C(=O)N3CCc4c(cnc(C)c4CNC(=O)c4ccccc4F)C3)cc2)n1	i
NC(=O)[C@@H]1CCCN1C(=O)c1cc(NC(=O)c2ccccc2)cc2ncn(C3CCCC3)c12	i
C/C(=C\c1ccco1)CN1CCOc2ccc(C(C)(O)COc3ccccc3)cc2C1 (stereo unspecified)	i
c1cncc(OC2CCN(Cc3ccc4c(c3)CN(Cc3nc5ccccc5s3)CCO4)CC2)c1	i
CCCC(CCC)C(N)=O	i
COCc1c(C(=O)N2CCCCC2c2cccnc2)cnn1-c1ncc2c(n1)-c1ccccc1CCC2 (stereo unspecified)	u
Cc1cccc2c(N3CCCC3)nc(CNS(=O)(=O)c3ccccc3F)nc12	u
CCC1(C2CCN(C(=O)c3csc(C(C)=O)c3)CC2)NC(=O)N(CCc2scnc2C)C1=O (stereo unspecified)	i
O=C(NCc1nnc2n1CCN(Cc1ccnc3ccccc13)CC2)c1cccc(F)c1	i
Cc1cccc2cc(CN(C(=O)c3ccc(C(F)(F)F)cc3)C3CC3)c(N3CCC(O)CC3)nc12	i
Cn1cc(CN2CCC(C3(c4ccccn4)NC(=O)N(CC4CCCO4)C3=O)CC2)c2ccccc21 (stereo unspecified)	i
O=C([C@@H]1C[C@@H](Sc2nc3ccccc3[nH]2)CN1Cc1ccc(C(F)(F)F)cc1)N1CCN(c2ccccc2F)CC1	u
Cc1c(C(=O)NCC2(N3CCOCC3)CCCCC2)cnn1-c1nccc(-c2ccccc2F)n1	i
CCc1noc(C)c1C(=O)NCCN1Cc2cc(OC)ccc2OC(CC)C1 (stereo unspecified)	i

# Laid out differently: 4 of the compounds above
> O=C([C@@H]1C[C@@H](Sc2nc3ccccc3[nH]2)CN1Cc1ccc(C(F)(F)F)cc1)N1CCN(c2ccccc2F)CC1
  S2 tox: u
> CCC1(C2CCN(C(=O)c3csc(C(C)=O)c3)CC2)NC(=O)N(CCc2scnc2C)C1=O (stereo unspecified)
  S2 tox: i
> Cc1c(C(=O)NCC2(N3CCOCC3)CCCCC2)cnn1-c1nccc(-c2ccccc2F)n1
  S2 tox: i
> Cc1cccc2cc(CN(C(=O)c3ccc(C(F)(F)F)cc3)C3CC3)c(N3CCC(O)CC3)nc12
  S2 tox: i

# The results go on:
Structure	S2 tox
CN(Cc1cnc2ccccn12)C(=O)c1cc(NC(=O)c2ccccc2)cc2ncn(C3CCCC3)c12	i
COc1cccc(C2(CC(=O)N3CCN(c4ccccn4)CC3)CC(=O)N(C3CCCC3)C2=O)c1 (stereo unspecified)	i
O=C(NCc1ccccn1)c1cnn(-c2nccc(-c3cc4ccccc4o3)n2)c1C1CC1	i
O=C(NCCc1ccccn1)c1cnn(-c2ncc3c(n2)-c2ccccc2CC3)c1C1CC1	i
COC(=O)c1cc(CNC(=O)c2ccccc2)cc(NC(=O)c2ccccc2OC)c1	u
N=C(N)c1ccc(OCCCOc2ccc(C(=N)N)cc2Br)c(Br)c1	i
Cc1cccc(CN2CCc3nnc(C(C)NC(=O)C4CCOCC4)n3CC2)c1 (stereo unspecified)	i
O=C(CN1Cc2ccccc2OC(c2ccccc2F)C1)NC(c1ccccn1)C(F)(F)F (stereo unspecified)	u
O=C(c1cnn2cccnc12)N1CCOc2ccc(C(O)C(c3ccccc3)c3ccccc3)cc2C1 (stereo unspecified)	i
O=C(NC1CC1)[C@@H]1C[C@@H](Sc2nc3ccccc3[nH]2)CN1CC1CCCCC1	i
CC(NC(=O)c1ccco1)c1nnc2n1CCN(Cc1ccc(Cl)cc1)CC2 (stereo unspecified)	i
CCN1CCCC1CNC(=O)c1cnn(-c2ncc3c(n2)-c2ccc(OC)cc2CC3)c1C1CC1 (stereo unspecified)	i
CCC[C@@]1(CCc2ccccc2)CC(O)=C([C@H](CC)c2cccc(NS(=O)(=O)c3ccc(C(F)(F)F)cn3)c2)C(=O)O1	i
Cc1ccccc1N1C(=O)c2cc(S(N)(=O)=O)c(Cl)cc2N[C@H]1C	i
CCc1nc(CN2CCOc3ccc(C(O)C4CCCCC4)cc3C2)c(C)[nH]1 (stereo unspecified)	u
O=C1CCCCN1CCC(=O)N1CCOc2ccc(C(O)C3CCCCC3)cc2C1 (stereo unspecified)	i
CN(C)CC(C)(C)CNC(=O)c1cnn(-c2nccc(-c3ccc4c(c3)OCO4)n2)c1-c1ccco1	i
CCN1CCCC1CNC(=O)c1cnn(-c2nccc(-c3ccc(C)o3)n2)c1C1CC1 (stereo unspecified)	i
OC1CCN(Cc2ccc3c(c2)CN(C/C=C/c2ccco2)CCO3)CC1	i
CCN1C(=O)CC(CC(=O)N2CCC(c3nc4ccc(F)cc4[nH]3)CC2)(c2ccccc2C)C1=O (stereo unspecified)	i
O=C(CSc1ncccn1)NCC1Cc2cccc(-c3ncccn3)c2O1 (stereo unspecified)	i
Cc1cccc2cc(CN(C(=O)c3ccc(-c4ccc(F)cc4)cc3)C3CC3)c(N3CCC(O)CC3)nc12	i
COC(=O)c1ccc(C(=O)N2CCc3c(C(=O)NC(C)c4ccco4)c(OC)cc(=O)n3CC2)cc1 (stereo unspecified)	i
COc1cc(CNC(=O)c2cnn(-c3ncc4c(n3)-c3ccccc3CC4)c2C)cc(OC)c1OC	i
Cc1nc2cc(NC(=O)C3CC34CCN(Cc3ccc(O)c(Cl)c3)CC4)ccc2s1 (stereo unspecified)	i
Cc1cnc(C)c(-c2ccc(F)c3c2OC(CNC(=O)Cc2c(C)[nH]c4ccccc24)C3)n1 (stereo unspecified)	u
CO[C@H]1[C@H](NC(=O)c2ccsc2)c2ccccc2C12CCN(Cc1cc3ccccc3o1)CC2	u
CC(C)(Oc1ccc([C@@H]2CC2(Cl)Cl)cc1)C(=O)O	i
Cc1ccc2c(c1)CN(CCC(=O)NCc1cc(C)n(C)n1)CC(C)O2 (stereo unspecified)	i

# Compound activity: PubChem BioAssay, National Center for Advancing Translational Sciences (NCATS)
